Source: PubChem BioAssay
SW480 rereplic: inducers of DNA re-replication in SW480 colon cancer cells. Potency, µM (top dose mostly 46.1 µM), inactives show at the highest dose re-replication activation, usual class: activators. SW480 DNA re-replication, Hoechst DNA content imaging, 48 h. 340,000 compounds, 1.8% hits; further: % of control where 0% means no effect; nearly all actives have a fitted effect of over 55% in size
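Per well, 250 cells were exposed to pinned compound for 48 hr. Nuclear DNA was visualised with Hoechst (40 min, 37 C) and total object intensity recorded by fluorescence scanning.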
GLP-1R agonist: agonists of human GLP-1 receptor; HEK293 GLP-1R CRE-luciferase, luminescence, 4-6 h; cells express a hypersensitive GLP-1R form; 380,000 compounds, 0.007% hits; Potency, µM (series often up to 45.6 µM), inactives show top-dose activation, usual class: activators; AID 624172; P43220; further: % of control where 0% means no effect
Target sequence (P43220 whole entry, looked up): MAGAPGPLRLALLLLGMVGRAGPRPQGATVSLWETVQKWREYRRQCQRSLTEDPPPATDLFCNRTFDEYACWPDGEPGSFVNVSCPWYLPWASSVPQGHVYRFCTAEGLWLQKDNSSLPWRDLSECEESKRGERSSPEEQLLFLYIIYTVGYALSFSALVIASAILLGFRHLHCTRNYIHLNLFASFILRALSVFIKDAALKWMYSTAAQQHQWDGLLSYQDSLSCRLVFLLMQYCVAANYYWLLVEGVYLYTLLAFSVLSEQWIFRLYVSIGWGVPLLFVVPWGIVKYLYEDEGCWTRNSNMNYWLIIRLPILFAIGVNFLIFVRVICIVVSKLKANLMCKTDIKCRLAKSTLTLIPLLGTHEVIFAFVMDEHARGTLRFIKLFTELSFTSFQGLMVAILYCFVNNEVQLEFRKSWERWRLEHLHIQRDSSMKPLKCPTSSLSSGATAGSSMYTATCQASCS
KB-3-1 tox: KB-3-1 parental cell cytotoxicity | KB-3-1 viability, CellTiter-Glo ATP luminescence, 72 h | Potency, µM (top dose mostly 46.1 µM), inactives show top-dose activity change, negative = cytotoxic, actives largely listed as cytotoxic | 400,000 compounds, 1.4% hits; further: on the % scale 0 is the no-effect control and ±100 the full control effect; nearly all actives have a fitted effect of over 60% in size
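Viability of parental KB-3-1 cells, measured by CellTiter-Glo luminescence, followed a 72 h incubation at 37 °C with pinned compounds in phenol-red-free DMEM containing 10% FBS.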
HEK293 tox: cytotoxicity counter-screen for GLP-1 receptor inverse agonists. HEK293 cAMP-luciferase reporter cells, luminescence, 24 h. Potency, µM (doses to about 38.3 µM), inactives show at the top dose activity change, negative = inhibition, hits mostly inhibitors. 410,000 compounds, 0.13% hits. AID 624418;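 further: loss of luciferase light is scored as toxicity; on the % scale 0 is the no-effect control and ±100 the full control effect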
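MLSMR compounds, 24 hr on cells at 37 deg C/5% CO2; luminescence after luciferase reagent (12 min RT). Inhibition counted as the undesired cytotoxic outcome.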
TDP-43 yeast inh: TDP-43 toxicity inhibition in yeast. TDP-43 expressing yeast growth rescue, BacTiter-Glo, 24 h. Potency, µM (top dose mostly 46.1 µM), without a hit: at the top dose growth rescue (activation), actives largely listed as activators. 410,000 compounds, 1.8% hits. AID 652104; further: % of control where 0% means no effect; nearly all actives have a fitted effect of over 50% in size
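Yeast expressing TDP-43 (pregrown in raffinose, seeded at OD600=0.02 in galactose medium) exposed to compounds 24 hr at 30 deg C. Growth read by BacTiter-Glo luminescence; rescue of toxicity appears as increased signal.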
GLP1R inv ag: acts as inverse agonist at human GLP-1 receptor; P43220; HEK293 GLP-1R CRE-luciferase, luminescence, 24 h; GLP-1R form is constitutively active; Potency, µM (top dose mostly 38.3 µM), for inactives: at the top dose activity change, negative = inhibition, most hits filed as inhibitors; 410,000 compounds, 1.6% hits; AID 624417; further: on the % scale 0 is the no-effect control and ±100 the full control effect; nearly all actives have a fitted effect of over 55% in size
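Inverse agonists were sought by their lowering of basal cAMP reporter luciferase output in HEK293 cells stably carrying constitutively active human GLP-1R, after 24 h compound treatment.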
HT1080-NT tox: kills 2HG-producing HT-1080-NT fibrosarcoma cells; HT-1080-NT fibrosarcoma viability, CellTiter-Glo ATP luminescence, 48 h; Potency, µM (series often up to 46.1 µM), inactives show at the highest dose activity, negative = less viability, most hits filed as cytotoxic; 360,000 compounds, 1.6% hits;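 further: NT is the 2HG producing partner of a matched IDH1 knockdown line; 0% = DMSO-treated cells and -100% = media-only wells without cells; nearly all actives have a fitted effect of over 55% in size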
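Viability of the 2HG-overproducing fibrosarcoma line after 48 hours of compound exposure at 37 degrees C was determined by luminescence with CellTiter-Glo, and concentration-effect curves were then fitted and categorized.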
HT1080 IDH1KD tx: kills HT-1080 cells with IDH1 knockdown; HT-1080 IDH1 knockdown viability, ATP luminescence, 48 h; Potency, µM (doses to about 46.1 µM), for inactives: at the highest dose activity, negative = toxicity, usual class: cytotoxic; 360,000 compounds, 2% hits;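 further: 0% = DMSO wells and -100% = cell-free medium wells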
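Knockdown cells (IDH1KD HT-1080) received compounds 2 h after plating at 750 cells/well and were kept 48 h at 37 °C in 5% FBS RPMI. A CellTiter-Glo luminescence read gave % activity for curve fitting.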
KB-V1 MDR tox: kills drug-selected multidrug resistant KB-V1 cells; Potency, µM (titrated, usually from 46.1 µM), without a hit: at the top dose activity change, negative = cytotoxicity, most hits filed as cytotoxic; 400,000 compounds, 3.4% hits; KB-V1 MDR cells viability, CellTiter-Glo, 72 h; AID 1347076; further: on the % scale 0 is the no-effect control and ±100 the full control effect; nearly all actives have a fitted effect of over 60% in size
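In this primary screen, KB-V1 cells overexpressing P-gp are incubated with library compounds (lowest to highest concentration) for 72 h at 37 degrees C before a luminescent ATP viability read.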
* marks the source's active call; other numbers are inactive results; ? = inconclusive; nt = not tested or not shown; [ ] = dose if it differs, or a comment. The call rests on the fitted dose curve; in most records, active means well fitted curve in the direction sought with a large enough effect; inconclusive means small, poorly fitted or top-dose-only effect, or another doubt; inactive means no such curve, though single readings can be large; an effect the other way counts as inactive or inconclusive. Potency means the concentration at half of the fitted maximal effect.

SMILES | SW480 rereplic | GLP-1R agonist | KB-3-1 tox | HEK293 tox | TDP-43 yeast inh | GLP1R inv ag | HT1080-NT tox | HT1080 IDH1KD tx | KB-V1 MDR tox
COc1ccc(CNC(=O)CSc2nccn(-c3ccc(F)c(F)c3)c2=O)cc1 | -2% | -15% | -9% | 0% | -1% | -12% | 1% | -1% | -19%
Clc1ccc(C2NCCc3sccc32)cc1 (configuration not stated) | -9% | 7% | 9% | 7% | -3% | ? | -9% | -8% | -12%
Cc1ccc(S(=O)(=O)N2CCN(Cc3ccccc3)CC2)cc1 | -6% | 4% | -3% | 11% | -6% | ? | 5% | 7% | -4%
CN(C)C1(CNC(=O)c2cccc(S(=O)(=O)NCc3ccccc3)c2)CCCCC1 | 0% | 2% | 0% | 9% | -7% | ? | -6% | ? | 3%
O=C(NCCCCc1ccccc1)C1CC(c2ccccc2C(F)(F)F)=NO1 (configuration not stated) | 3% | -4% | 1% | -1% | 26% | ? | 3% | 6% | 29%
CCOC(=O)CC1(CC)Oc2ccccc2N1S(=O)(=O)c1ccc(C)cc1 (configuration not stated) | nt | nt | ? | 23% | -20% | ? | ? | ? | ?
C=CCn1c(C)nnc1SCC(=O)Nc1cc(S(=O)(=O)N2CCCC2)ccc1Cl | -1% | 11% | 4% | 10% | 6% | 18% | 7% | 3% | -7%
O=CN(Cc1nc2ccccc2[nH]1)c1ccc(C(=O)O)cc1 | 2% | -1% | 1% | 7% | 1% | -3% | 1% | 2% | 6%
COc1cccc(CN(C)C[C@H]2OCc3cnnn3CCCC(=O)N([C@H](C)CO)C[C@@H]2C)c1 | nt | -5% | -1% | 8% | 21% | 7% | 3% | 0% | 17%
CCOC(=O)c1ccc(NC(=O)Nc2cc3c(cc2N2CCCC2)n(C)c(=O)n3C)cc1 | nt | 0% | -21% | -18% | 13% | ? | nt | nt | -49%
O=C(COC(=O)/C=C/c1cccc(F)c1)Nc1ncccn1 | -2% | -1% | -1% | 3% | 20% | 8% | 9% | 2% | 6%
Cc1nc2cc(C(=O)OCC(=O)N(CC(C)C)C3CCS(=O)(=O)C3)ccc2n1-c1ccccc1 (configuration not stated) | -19% | 5% | 5% | 4% | 4% | 6% | -1% | 4% | 11%
COc1ccc(COC(=O)C2CCN(C(=O)c3ccc(Cl)cc3)CC2)cc1F | 2% | 2% | ? | -24% | -6% | ? | -14% | -8% | -11%
CC(C)CCOC(=O)C1[C@H]2C(=O)N(Cc3cccs3)C[C@]23C=C[C@H]1O3 (some centres not stated) | -1% | ? | 1% | 27% | 5% | 18% | -5% | -3% | 1%
NCCCC[C@H]1CN=C(N)N1CC1CCCCC1 | 1% | 4% | 0% | -1% | 25% | 20% | 8% | 4% | -13%
COC(=O)c1ccc(CSc2nnc(CNC(=O)c3ccc(OC)cc3)o2)o1 | 1% | -9% | 4% | -1% | -1% | -11% | 16% | 13% | -3%
Cc1nc2c(oc3ccc(Cl)cc32)c(=O)[nH]1 | -12% | 6% | -2% | -7% | 6% | 72%[activator] | 3% | -6% | 0%
COC(=O)c1[nH]c2ccc(C)cc2c1NC(=O)CN1CCN(Cc2ccccc2)CC1 | -3%[9.22 µM] | -2% | -6% | ? | -10% | ? | -9% | -8% | ?
COCCNC(=O)CCc1ccc(S(=O)(=O)Nc2ccc(C)cc2)cc1 | 3% | -9% | 4% | -19% | -18% | ? | 1% | -14% | 3%
Cc1cc(NC(NC(=O)c2ccco2)(C(F)(F)F)C(F)(F)F)no1 | -3% | 11% | -3% | 11% | 7% | 1% | 1% | 15% | -8%

Looked up by structure from the entries so far:
SMILES | SW480 rereplic | GLP-1R agonist | KB-3-1 tox | HEK293 tox | TDP-43 yeast inh | GLP1R inv ag | HT1080-NT tox | HT1080 IDH1KD tx | KB-V1 MDR tox
CN(C)C1(CNC(=O)c2cccc(S(=O)(=O)NCc3ccccc3)c2)CCCCC1 | 0% | 2% | 0% | 9% | -7% | ? | -6% | ? | 3%
O=C(COC(=O)/C=C/c1cccc(F)c1)Nc1ncccn1 | -2% | -1% | -1% | 3% | 20% | 8% | 9% | 2% | 6%

(more compounds)
SMILES | SW480 rereplic | GLP-1R agonist | KB-3-1 tox | HEK293 tox | TDP-43 yeast inh | GLP1R inv ag | HT1080-NT tox | HT1080 IDH1KD tx | KB-V1 MDR tox
O=c1o[nH]c(-c2ccccc2)c1-c1ccccc1 | -63%[inhibitor] | 1% | 3% | ? | -18% | 6% | 5% | 1% | 2%
O=C(O)CSc1nnc(-c2ccc(Cl)cc2Cl)n1-c1ccccc1 | ? | -5% | 1% | -5% | nt | 10% | -1% | -1% | ?
CC(=O)CCc1oc2ccc(C)cc2c1-c1ccccc1 | 0% | 8% | 0% | -4% | 29% | ? | 0% | 0% | -8%
COc1cccc(S(=O)(=O)N2CCN(C(=O)c3ccco3)CC2)c1 | -2% | 11% | -5% | -5% | -18%[1.82 µM] | -10% | 1% | 11% | -4%
CC(C)c1ccc(N(C(=O)c2csnn2)C(C(=O)NC(C)(C)C)c2ccncc2)cc1 (configuration not stated) | -2% | 11% | -9% | -22% | -10% | 0% | -2% | -17% | -6%
COCc1n[nH]c(=S)n1-c1cccc2ccccc12 | 2% | -8% | 1% | 8% | 23% | 0% | 1% | 1% | 8%
O=C(Nc1cccc(C(F)(F)F)c1)c1ccc2nc(-c3ccco3)c(-c3ccco3)nc2c1 | ? | 2% | -4% | ? | 0% | ? | -13% | 0% | -17%
COc1cc(C2C=C(c3cccs3)Nc3ncnn32)cc(OC)c1OC (configuration not stated) | ? | 7% | 1µM* | 281%[activator][7.66 µM] | -20% | 2% | ? | ? | 3.7µM*
COc1cccc(-c2cc(=O)c3cc(NC(=O)c4ccc(N(C)C)cc4)ccc3[nH]2)c1 | 0.58µM* | 11% | -17% | ? | -10% | ? | 1.3µM* | 0.73µM* | -22%
C[C@H](NC(=O)c1ncn2c1C(=O)N[C@@H](C)C2)c1ccccc1 | nt | -5% | -4% | -3% | 20% | -2% | 3% | -3% | ?
O=S(=O)(/N=C(/Nc1cccc2ccccc12)c1ccccc1)c1ccc(F)cc1 | -3% | 0% | -18% | 11% | -1% | ? | -9% | -5% | -10%
CN(C)C(=O)c1cc(-c2ccccc2)no1 | -1% | 5% | 9% | -6% | -10%[0.397 µM] | 7% | 7% | 10% | 27%
CCOc1ccc(OCCC(=O)OCC(=O)Nc2ccc3c(c2)OCO3)cc1 | -30%[inhibitor] | 10% | 1% | 3% | -25% | -21% | 3% | 1% | ?
CCCCNC(=O)COC(=O)c1cc(Br)ccc1Cl | -5% | 3% | 7% | -8% | ? | 14% | 0% | 13% | -3%
C[C@@H]1CN([C@@H](C)CO)C(=O)c2cc(-c3ccccc3F)cnc2O[C@H]1CN(C)Cc1cccc(F)c1 | nt | -8% | 7% | -18% | 0% | ? | -13% | -7% | 6%
O=C(NCCCN1CCOCC1)c1cc(-c2ccc3c(c2)OCO3)nc2ccccc12 | -5% | 4% | -26% | -23% | -8% | ? | -6% | -2% | -17%
NC(=O)CC(NC(=O)Cc1ccc(Cl)cc1)c1ccc(NCC2CC2)c([N+](=O)[O-])c1 (configuration not stated) | -7% | 1% | -11% | -9% | 8% | ? | -17% | -21% | -4%
C=CC[C@H](CC(=O)N(CCO)Cc1ccccc1)C(=O)NC[C@@H](OC(=O)[C@@H](CC=C)Cc1ccc(F)cc1)c1ccccc1 | 4% | -5% | 0% | -25% | 2% | 3.2µM* | ? | ? | ?
N#CCC(CNc1ncc(C(F)(F)F)cc1Cl)OC(=O)c1c(F)cccc1F (configuration not stated) | -2% | 18% | 5% | 41%[activator] | ? | 0% | ? | -13%[9.24 µM] | 15%
CCCCCNC(=O)C(C1CC1)n1c(=O)c(-c2ccco2)nc2ccccc21 (configuration not stated) | nt | nt | 16% | 31%[activator] | 30% | 5% | -11% | 3% | -29%
CCCNC(=S)N1CCC(C(=O)c2ccc(F)cc2)CC1 | -53%[inhibitor][1.84 µM] | 2% | -4% | -7% | nt | ? | 0% | -23% | -18%
CCN(CC(=O)NC1CCCC1)S(=O)(=O)c1ccc(C)cc1 | -6% | 1% | -1% | -4% | -7% | -16% | -2% | 15% | ?

Of the compounds above, these have an NH in an aromatic ring.
SMILES | SW480 rereplic | GLP-1R agonist | KB-3-1 tox | HEK293 tox | TDP-43 yeast inh | GLP1R inv ag | HT1080-NT tox | HT1080 IDH1KD tx | KB-V1 MDR tox
O=CN(Cc1nc2ccccc2[nH]1)c1ccc(C(=O)O)cc1 | 2% | -1% | 1% | 7% | 1% | -3% | 1% | 2% | 6%
Cc1nc2c(oc3ccc(Cl)cc32)c(=O)[nH]1 | -12% | 6% | -2% | -7% | 6% | 72%[activator] | 3% | -6% | 0%
COC(=O)c1[nH]c2ccc(C)cc2c1NC(=O)CN1CCN(Cc2ccccc2)CC1 | -3%[9.22 µM] | -2% | -6% | ? | -10% | ? | -9% | -8% | ?
O=c1o[nH]c(-c2ccccc2)c1-c1ccccc1 | -63%[inhibitor] | 1% | 3% | ? | -18% | 6% | 5% | 1% | 2%
COCc1n[nH]c(=S)n1-c1cccc2ccccc12 | 2% | -8% | 1% | 8% | 23% | 0% | 1% | 1% | 8%
COc1cccc(-c2cc(=O)c3cc(NC(=O)c4ccc(N(C)C)cc4)ccc3[nH]2)c1 | 0.58µM* | 11% | -17% | ? | -10% | ? | 1.3µM* | 0.73µM* | -22%

Outcome played no part in choosing rows; overall some 9.4% were active at least once.
